Screening data from PubChem.
GALK inhibitor: qHTS Assay for Inhibitors of Human Galactokinase (GALK); P51570; Purified GALK, Kinase-Glo residual ATP luminescence; Potency, µM (doses to about 57.5 µM), for inactives: at the highest dose activity change, negative = inhibition, hits mostly inhibitors; actives 0.007% (n = 270,000); AID 1868, 2009; further: potency means the concentration at half of the fitted maximal effect; on the % scale 0 is the no-effect control and ±100 the full control effect
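GALK at 5 nM final was combined with compound, 35 uM ATP and 100 uM galactose in HEPES pH8.0 with MgCl2 and DTT. The reaction ran one hour at room temperature before luminescent ATP detection.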
MLL CXXC-DNA inh: qHTS Fluorescence Polarization Assay for Inhibitors of MLL CXXC domain - DNA interaction. actives 0.037% (n = 290,000). MLL-CXXC / FITC-HOXA9 DNA fluorescence polarization. Histone-lysine N-methyltransferase 2A (Homo sapiens), Q03164. AID 2662, 2010. Potency, µM (doses to about 115 µM), without a hit: top-dose activity change, negative = inhibition, most hits filed as inhibitors; active means well fitted inhibition curve with a large enough effect in the polarisation, with a control signal flat, not every such curve was filed as active; inconclusive means small, poorly fitted or top-dose-only effect, or effect the other way, or a change in a side signal; inactive means no such curve, though single readings can be large or run the other way; the % refers to the polarisation; further: potency means the concentration at half of the fitted maximal effect
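Fluorescence polarization: 7 uM MLL-CXXC (stock) preincubated 5 min with compounds, then 50 nM fluorescein-HOX-A9 DNA (stock) added; 30 min ambient. Buffer 50 mM Tris-HCl pH 7.5, 50 mM NaCl, 1 mM DTT, 0.05% BSA.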
KCNH2 WT inh: qHTS for Inhibitors of KCHN2 3.1: Wildtype qHTS. Voltage-gated inwardly rectifying potassium channel KCNH2 (Homo sapiens), Q12809. U2OS, BacMam KCNH2, thallium flux FluxOr; active compounds read low. activity change, % at 1.84 µM. actives 0.37% (n = 340,000). AID 720551, 2013;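 active means maximum activity change below -70%; inconclusive means maximum activity change between -70% and -50%; inactive means maximum activity change above -50%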; further: on the % scale 0 is the no-effect control and ±100 the full control effect
Target sequence (Q12809 whole entry, looked up): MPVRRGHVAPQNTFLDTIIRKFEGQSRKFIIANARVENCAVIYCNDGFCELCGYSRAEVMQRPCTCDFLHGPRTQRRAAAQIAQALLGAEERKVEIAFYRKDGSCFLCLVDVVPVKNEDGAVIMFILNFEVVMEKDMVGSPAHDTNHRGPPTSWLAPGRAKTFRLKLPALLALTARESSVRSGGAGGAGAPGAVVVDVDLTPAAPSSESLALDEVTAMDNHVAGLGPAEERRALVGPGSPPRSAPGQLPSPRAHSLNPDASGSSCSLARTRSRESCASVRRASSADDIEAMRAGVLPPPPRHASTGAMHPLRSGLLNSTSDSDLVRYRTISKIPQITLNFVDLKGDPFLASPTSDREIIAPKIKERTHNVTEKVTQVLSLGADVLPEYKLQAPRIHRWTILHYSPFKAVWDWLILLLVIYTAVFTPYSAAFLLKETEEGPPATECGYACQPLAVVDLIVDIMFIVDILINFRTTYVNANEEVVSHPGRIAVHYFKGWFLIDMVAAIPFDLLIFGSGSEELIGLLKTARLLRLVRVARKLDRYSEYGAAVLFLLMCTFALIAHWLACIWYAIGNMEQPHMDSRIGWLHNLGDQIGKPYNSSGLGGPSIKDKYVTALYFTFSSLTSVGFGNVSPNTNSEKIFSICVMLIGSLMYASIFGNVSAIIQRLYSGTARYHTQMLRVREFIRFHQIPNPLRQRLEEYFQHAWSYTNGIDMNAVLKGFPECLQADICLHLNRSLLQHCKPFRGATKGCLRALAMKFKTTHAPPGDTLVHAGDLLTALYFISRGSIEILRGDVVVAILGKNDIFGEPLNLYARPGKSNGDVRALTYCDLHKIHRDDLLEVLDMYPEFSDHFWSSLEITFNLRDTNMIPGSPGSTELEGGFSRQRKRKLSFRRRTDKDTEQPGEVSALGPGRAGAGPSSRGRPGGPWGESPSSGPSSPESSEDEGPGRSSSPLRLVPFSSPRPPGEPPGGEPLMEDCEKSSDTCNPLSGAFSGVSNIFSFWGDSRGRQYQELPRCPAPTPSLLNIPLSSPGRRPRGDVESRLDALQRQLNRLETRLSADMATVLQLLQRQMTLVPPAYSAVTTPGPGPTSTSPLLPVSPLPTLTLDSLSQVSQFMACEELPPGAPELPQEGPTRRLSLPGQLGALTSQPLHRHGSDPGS
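U2OS cells were transduced with wild-type KCNH2 virus (2.03 x 10^8 / mL) for 4 h at room temperature, then cultured overnight at 37 C. Thallium flux was read with FluxOr dye. Rate constants were normalized to DMSO controls.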
Giardia killer: Small Molecules that selectively kill Giardia lamblia: qHTS; actives 0.15% (n = 340,000); activity change, % at 7.66 µM, hits read low; AID 540267, 2011; Giardia lamblia trophozoite viability; in the data active means activity change below about -80%; inconclusive means between about -30% and that limit;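 further: parasites exposed to compound for two days anaerobically before the ATP read; on the % scale 0 is the no-effect control and ±100 the full control effect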
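Trophozoite viability was measured as ATP-dependent luminescence, read 15-30 min after reagent addition. Before that, parasites at 100 cells/well were exposed to compounds for 48 h, anaerobically, at 37 deg C.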
A-T KAP1 phos: qHTS Assay for Identifying a Potential Treatment of Ataxia-Telangiectasia; […] A-T fibroblasts, KAP-1 phosphorylation AlphaLISA; neocarzinostatin DNA damage 30 min before lysis; Potency, µM (titrated, usually from 57.5 µM), inactives show top-dose activation, hits mostly activators; actives 0.19% (n = 320,000); further: potency means the concentration at half of the fitted maximal effect; % of control where 0% means no effect; nearly all actives have a fitted effect of over 45% in size
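hTERT-immortalized A-T patient fibroblasts ([…]), 500 cells/well in OPTI-MEM, 1% FBS, got compounds for 60 min, then NCS for 30 min at 37C. Lysates were then assayed for phospho-KAP-1 by AlphaLISA (anti-pKAP1 donor, anti-KAP1 acceptor beads), 6 hr at 25C.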
Tb PFK block: qHTS Assay to Find Inhibitors of T. brucei phosphofructokinase; AID 485367, 2010; Potency, µM (doses to about 57.5 µM), without a hit: at the top dose activity, negative = inhibition, actives largely listed as inhibitors; T. brucei PFK, ADP-Glo luminescence; actives 0.17% (n = 330,000);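 further: potency means the concentration at half of the fitted maximal effect; 0% = uninhibited 1x PFK enzyme wells and -100% = no-enzyme wells; nearly all actives have a fitted effect of over 60% in size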
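PFK 1.25 nM, F6P 0.5 mM, ATP 0.1 mM, 0.1 M TEA pH 8.0, 5 mM MgCl2, 0.01% Tween20, 0.1% BSA; 45 min RT. ADP-Glo readout. qHTS titration up to 57 uM; curves fitted, compounds curve-classed.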
TSHR antag: Antagonists of the Thyroid Stimulating Hormone Receptor: HTS campaign | Thyrotropin receptor (Homo sapiens), P16473 | TSHR-expressing cells, TSH-stimulated cAMP HTRF, 2 h; active compounds read low | activity change, negative = inhibition, % at 11.5 µM | actives 0.2% (n = 330,000) | AID 504810, 2011;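 active means activity change below a set negative limit, meaning inhibition stronger than a set level, cut at about -70% in these data; inconclusive means activity change between two set negative limits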; further: on the % scale 0 is the no-effect control and ±100 the full control effect
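Freshly harvested TSHR cells receive pin-tooled compound, then EC80 TSH at 4nM final. After 2 hours at 37 deg C, antibody in lysis buffer and cAMP-d2 are added; 30 minutes at ambient temperature precede the HTRF read.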
TCR act: Activators of T cell receptors: qHTS campaign; primary human leukocytes, anti-CD3, IL-2 HTRF, 48 h; 330,000 tested, under 10 active; Potency, µM (doses to about 9.22 µM), for inactives: at the top dose activation of IL-2 secretion, hits mostly activators; AID 504894, 2011; further: % of control where 0% means no effect
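Human primary leukocytes + a-CD3 beads + cpd, 48 hr; IL-2 in supernatant by HTRF (ex 320nm / em 665nm). No co-stimulatory signal supplied.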
Chronic BCR inh: qHTS Assay to Find Inhibitors of Chronic Active B-Cell Receptor Signaling. ABC-DLBCL IkBa-CBG/CBR reporter, luminescence ratio, 4 h. AID 493014, 2011. Potency, µM (top dose mostly 46.1 µM), without a hit: top-dose ratio change, negative = lower green/red ratio, hits mostly inhibitors. actives 0.05% (n = 340,000); active means well fitted inhibition curve with a large enough effect in the signal ratio, with a control signal flat, not every such curve was filed as active; inconclusive means small, poorly fitted or top-dose-only effect, or effect the other way, or a change in a side signal; the % refers to the signal ratio;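 further: potency means the concentration at half of the fitted maximal effect; plate controls were basal doxycycline-induced cells for no effect and cells given 10 µM MG132 for full effect; MG132 reads +100%, hits lower the ratio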
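Doxycycline induced both beetle luciferases in TMD8 lymphoma cells; IKK-driven degradation limits the IkappaBalpha-fused green signal, while red luminescence normalises for cell number and nonspecific effects. Compounds tested up to 46 uM, 4 hrs.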
Coupling enz: qHTS Assay for Inhibitors of Fructose-1,6-bisphosphate Aldolase from Giardia Lamblia: Coupling assay counterscreen; coupling enzyme system counterscreen, AmpLite Red fluorescence; activity change, negative = inhibition, % at 58.2 µM, hits read low; actives 0.67% (n = 290,000); AID 2472, 2010; in the data active means activity change below about -30%; further: on the % scale 0 is the no-effect control and ±100 the full control effect
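Counterscreen of the coupled detection system alone, without aldolase: glyceraldehyde-3-phosphate coupling enzymes plus AmpLite Red readout. Compounds at 57.5 uM final, 10 min RT preincubation, 20 min RT reaction, fluorescence 525/598 nm.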
Active calls of the source: *; ? = inconclusive; . = not tested or not shown; [ ] = dose if it differs, or a comment. Unless noted, the call rests on the fitted dose curve; in most records, active means well fitted curve in the direction sought with a large enough effect; inconclusive means small, poorly fitted or top-dose-only effect, or another doubt; inactive means no such curve, though single readings can be large; an effect the other way counts as inactive or inconclusive. No enrichment for hits, and some 1.6% of all compounds hit somewhere here.

SMILES | GALK inhibitor | MLL CXXC-DNA inh | KCNH2 WT inh | Giardia killer | A-T KAP1 phos | Tb PFK block | TSHR antag | TCR act | Chronic BCR inh | Coupling enz
COc1ccc(NC(=S)N2CCCCCC2)cc1OC | 2% | 20% | 9 | -3 | 0% | 3% | -3 | -2% | -1% | 0
O=C(NCc1cccnc1)C1c2ccccc2C(=O)N1C1CCCCCCC1 (stereo not drawn) | 2% | -3% | -9 | 0 | -7% | -6% | 5 | . | -6% | 1
COc1ccc(OC)c(NC(=O)C2CCCCC2C(=O)O)c1 (stereo not drawn) | 1% | -1% | -2 | -28 | -4% | -3% | -4 | 4% | 0% | -2
CCN(CC)S(=O)(=O)c1cccc(NC(=O)CN(C)Cc2cccc(OC)c2)c1 | 4% | -21% | 1 | -5 | 12% | 1% | 3 | -1% | -14% | -12
Cc1ccc(C)c(C(=O)CN2C(=O)C(=O)N(C3CCCC3)C2=O)c1 | . | . | -4 | 4 | 0% | 0% | 8 | -5% | ? | .
C=CCn1c(N)c(C(=O)OCCC)c2nc3ccccc3nc21 | 1% | -1% | -14 | 7 | 4% | -4% | -17 | 2% | ? | -3
COc1ccc(NC(=O)c2cccc(S(=O)(=O)Nc3ccc(Br)cc3)c2)cn1 | -1% | -7% | 6 | 0 | -3% | -7% | -10 | 0%[46.1 µM] | ? | 4
COc1ccc(N2CC(C(=O)Nc3nc4ccccc4s3)CC2=O)cc1 (stereo not drawn) | 3% | 0% | 27 | 2 | -6% | 1% | 1 | 16% | ? | 0
Cc1ccccc1C(=O)c1cccn1CC(=O)NCC(C)c1ccccc1 (stereo not drawn) | 3% | 2% | 2 | 17 | 9% | 0% | 18 | -1% | 0% | -2
CC1(C)CC(=O)C(C=NCCN2CCOCC2)=C(O)C1 | 3% | 4% | 7 | -8 | 8% | 2% | 18 | 3% | -8% | 3
COc1ccc(CN2CCC(CO)(CCOc3ccccc3)CC2)cc1C | -2% | 1% | -13 | 25 | 0% | 0% | 12 | 3% | 0% | 2
CC(=O)N(C)c1ccc(NC(=O)COc2ccc(Br)cc2C)cc1 | 2% | -6% | 2 | 10 | 10% | ? | -5 | 1%[46.1 µM] | -7% | -1
OCCC1CN(CCCn2cccn2)CCN1C1CCCCC1 (stereo not drawn) | 6% | 0% | 25 | -8 | 4% | 0% | -4 | 5% | 21% | -1
O=C(Cn1cccc1C(=O)c1ccccc1)NCCc1ccccc1 | 2% | -1% | -3 | -6 | 6% | 1% | 4 | -3% | 7% | -2
COc1ccc(C(=O)OCC(=O)NCC2CCCO2)cc1S(=O)(=O)N1CCCc2ccccc21 (stereo not drawn) | -1% | 24% | 16 | -19 | 1% | -2% | -8 | 1% | -2% | 1

Arranged by length of the SMILES (low to high): eleven of the compounds above.
SMILES | GALK inhibitor | MLL CXXC-DNA inh | KCNH2 WT inh | Giardia killer | A-T KAP1 phos | Tb PFK block | TSHR antag | TCR act | Chronic BCR inh | Coupling enz
COc1ccc(NC(=S)N2CCCCCC2)cc1OC | 2% | 20% | 9 | -3 | 0% | 3% | -3 | -2% | -1% | 0
OCCC1CN(CCCn2cccn2)CCN1C1CCCCC1 (stereo not drawn) | 6% | 0% | 25 | -8 | 4% | 0% | -4 | 5% | 21% | -1
CC1(C)CC(=O)C(C=NCCN2CCOCC2)=C(O)C1 | 3% | 4% | 7 | -8 | 8% | 2% | 18 | 3% | -8% | 3
COc1ccc(OC)c(NC(=O)C2CCCCC2C(=O)O)c1 (stereo not drawn) | 1% | -1% | -2 | -28 | -4% | -3% | -4 | 4% | 0% | -2
O=C(Cn1cccc1C(=O)c1ccccc1)NCCc1ccccc1 | 2% | -1% | -3 | -6 | 6% | 1% | 4 | -3% | 7% | -2
COc1ccc(CN2CCC(CO)(CCOc3ccccc3)CC2)cc1C | -2% | 1% | -13 | 25 | 0% | 0% | 12 | 3% | 0% | 2
CC(=O)N(C)c1ccc(NC(=O)COc2ccc(Br)cc2C)cc1 | 2% | -6% | 2 | 10 | 10% | ? | -5 | 1%[46.1 µM] | -7% | -1
COc1ccc(N2CC(C(=O)Nc3nc4ccccc4s3)CC2=O)cc1 (stereo not drawn) | 3% | 0% | 27 | 2 | -6% | 1% | 1 | 16% | ? | 0
Cc1ccc(C)c(C(=O)CN2C(=O)C(=O)N(C3CCCC3)C2=O)c1 | . | . | -4 | 4 | 0% | 0% | 8 | -5% | ? | .
COc1ccc(NC(=O)c2cccc(S(=O)(=O)Nc3ccc(Br)cc3)c2)cn1 | -1% | -7% | 6 | 0 | -3% | -7% | -10 | 0%[46.1 µM] | ? | 4
COc1ccc(C(=O)OCC(=O)NCC2CCCO2)cc1S(=O)(=O)N1CCCc2ccccc21 (stereo not drawn) | -1% | 24% | 16 | -19 | 1% | -2% | -8 | 1% | -2% | 1

Carrying on:
SMILES | GALK inhibitor | MLL CXXC-DNA inh | KCNH2 WT inh | Giardia killer | A-T KAP1 phos | Tb PFK block | TSHR antag | TCR act | Chronic BCR inh | Coupling enz
Cc1ccc(Nc2cc(C)nn2-c2nc(C)cc(C)n2)cc1 | -1% | 18% | -7 | 2 | 29% | -2% | 17 | -4% | -4% | 0
COc1ccc(/C=C/C(=O)OCC(=O)NCc2cccs2)cc1OC | 1% | -4% | 4 | -2 | 2% | 2% | -9 | -3%[46.1 µM] | -6% | 0
Cc1cc(CNC(=O)c2cccnc2Cl)c2ccccc2n1 | -2% | 3% | -6 | -9 | . | 3% | 14 | 4% | 1% | -10
O=C(O)[C@H](Cc1ccccc1)NC(=O)N1CCOCC1 | 3% | -7% | 5 | -16 | 3% | 2% | -4 | -5% | 2% | 0
Cn1c(=O)n(-c2cccc(Cl)c2)c(=O)c2c3c(sc21)COC(C)(C)C3 | . | -15% | -1 | -2 | -10% | -5% | -7 | 0% | ? | 0
COc1cc(Cl)c(S(=O)(=O)NCc2cccnc2)cc1Cl | 0% | -12% | -2 | -13 | -12% | -8% | 4 | -8% | -1% | 5
CC1CCCN(S(=O)(=O)c2cc3c4c(c2)CCN4C(=O)CC3)C1 (stereo not drawn) | . | . | -12 | -2 | -2% | -4% | 10 | 1% | 16% | .
CCN(Cc1ccc(OC)c(F)c1)C(C)C(=O)Nc1ccc(S(=O)(=O)N2CCCC2)cc1 (stereo not drawn) | . | . | -7 | -1 | 10% | -1% | -10 | -3% | ? | .
CCOC(=O)N1CCN(C(=O)c2ccc(N(C)S(C)(=O)=O)cc2)CC1 | 0% | 0% | -6 | 0 | 2% | -3% | -5 | -7% | -1% | -4
Cc1nnc(C)n1/N=C/c1cccnc1 | 0% | 0% | 1 | 8 | -2% | 2% | 3 | -12% | -12% | 0
